# GLP1R cytotox = cytotoxic in the GLP-1 receptor inverse agonist counter-screen; HEK293 cAMP-luciferase reporter cells, luminescence, 24 h; Potency, µM (doses to about 38.3 µM), for inactives: at the top dose activity change, negative = inhibition, hits mostly inhibitors; 410,000 compounds, 0.13% hits; AID 624418;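 further: loss of luciferase light is scored as toxicity; potency means the concentration at half of the fitted maximal effect; on the % scale 0 is the no-effect control and ±100 the full control effect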
#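 Step one: seed cells (200 cells/uL, DMEM with 10% Nu serum, 1% pen-strep). Step two: 12-hour incubation at 37 deg C. Step three: pin 23 nL compound, incubate 24 hr. Step four: add luciferase reagent, read luminescence 12 min later.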
# DRD3 antagonist = D3 dopamine receptor (human) antagonism; P35462; D3R cells, DiscoveRx beta-arrestin luminescence, antagonist mode; stronger effect = lower value; max response, negative = inhibition, %; 360,000 compounds, 2.5% hits; AID 652054; in the data active means max response below about -50%; inconclusive means no clear call, values can overlap the other calls; further: on the % scale 0 is the no-effect control and ±100 the full control effect; mostly tested at two doses, the higher about 12 µM
#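 Cells expressing the human receptor were seeded at 1500 cells/well, incubated overnight at 37 degrees C in 5% CO2, then exposed to library compounds with dopamine controls for 90 minutes at 37 degrees C before luminescent detection.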
# KB-V1 cytotox = KB-V1 MDR subline cytotoxicity; 400,000 compounds, 3.4% hits; Potency, µM (series often up to 46.1 µM), for the others: top-dose activity change, negative = cytotoxicity, usual class: cytotoxic; KB-V1 MDR cells viability, CellTiter-Glo, 72 h; further: potency means the concentration at half of the fitted maximal effect; on the % scale 0 is the no-effect control and ±100 the full control effect; nearly all actives have a fitted effect of over 60% in size
#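 In this primary screen, KB-V1 cells overexpressing P-gp are incubated with library compounds (lowest to highest concentration) for 72 h at 37 degrees C before a luminescent ATP viability read.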
# TDP43 rescue = inhibitors of TDP-43 toxicity in yeast. AID 652104. TDP-43 expressing yeast growth rescue, BacTiter-Glo, 24 h. Potency, µM (top dose mostly 46.1 µM), inactives show at the highest dose growth rescue (activation), most hits filed as activators. 410,000 compounds, 1.8% hits; further: potency means the concentration at half of the fitted maximal effect; % of control where 0% means no effect; nearly all actives have a fitted effect of over 50% in size
#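 In this qHTS, compounds that restore growth of yeast expressing TDP-43 appear as activators. Cells (OD600=0.02, galactose medium, raffinose-pregrown) are incubated with compound 24 hr at 30 deg C and growth is quantified by BacTiter-Glo.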
# GLP-1R inv ag = inverse agonists of human GLP-1 receptor; P43220; HEK293 GLP-1R CRE-luciferase, luminescence, 24 h; GLP-1R form is constitutively active; Potency, µM (doses to about 38.3 µM), inactives show at the top dose activity change, negative = inhibition, actives largely listed as inhibitors; 410,000 compounds, 1.6% hits; AID 624417; further: potency means the concentration at half of the fitted maximal effect; on the % scale 0 is the no-effect control and ±100 the full control effect; nearly all actives have a fitted effect of over 55% in size
# Target sequence (P43220 whole entry, looked up): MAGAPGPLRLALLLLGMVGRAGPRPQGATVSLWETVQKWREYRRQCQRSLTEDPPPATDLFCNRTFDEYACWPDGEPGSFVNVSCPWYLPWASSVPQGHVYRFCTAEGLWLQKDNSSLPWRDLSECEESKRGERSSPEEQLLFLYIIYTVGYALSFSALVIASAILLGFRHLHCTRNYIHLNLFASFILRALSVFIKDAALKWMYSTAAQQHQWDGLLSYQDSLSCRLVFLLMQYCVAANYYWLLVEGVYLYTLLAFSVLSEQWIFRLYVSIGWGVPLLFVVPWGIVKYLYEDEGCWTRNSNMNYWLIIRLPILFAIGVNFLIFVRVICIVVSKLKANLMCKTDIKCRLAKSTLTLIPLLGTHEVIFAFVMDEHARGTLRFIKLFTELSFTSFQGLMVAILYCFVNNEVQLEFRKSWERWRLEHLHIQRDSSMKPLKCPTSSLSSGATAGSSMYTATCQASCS
#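 HEK293 cells stably co-expressing constitutively active GLP-1R and a cAMP-responsive luciferase reporter were seeded in DMEM with 10% Nu serum, given compounds after 12 h, and incubated 24 h at 37 deg C. Luminescence was then read.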
# GLP1R ag = GLP-1 receptor (human) agonism; HEK293 GLP-1R CRE-luciferase, luminescence, 4-6 h; cells express a hypersensitive GLP-1R form; Potency, µM (titrated, usually from 45.6 µM), inactives show top-dose activation, hits mostly activators; 380,000 compounds, 0.007% hits; AID 624172; further: potency means the concentration at half of the fitted maximal effect; % of control where 0% means no effect
# D3 ag = agonists of human D3 dopamine receptor | D3R DiscoveRx beta-arrestin cells, luminescence, 90 min | max activation, % | 410,000 compounds, 0.58% hits; in the data active means max activation above about 30%; further: 0% is about no effect; mostly tested at two doses, the higher about 12 µM
#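 Agonist mode: compounds and dopamine controls were applied to plated cells for 90 min at 37 degrees C after an overnight attachment at 1500 cells/well. Luminescent read-out followed 30 - 60 minutes at room temperature with DiscoveRx detection reagent.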
# aSyn yeast inh = alpha-synuclein toxicity inhibition in yeast | 370,000 compounds, 0.14% hits | Yeast expressing alpha-synuclein, growth rescue, BacTiter-Glo, 24 h | AID 652106 | Potency, µM (titrated, usually from 46.1 µM), inactives show at the highest dose growth rescue (activation), usual class: activators; further: potency means the concentration at half of the fitted maximal effect; % of control where 0% means no effect; nearly all actives have a fitted effect of over 65% in size
#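 Galactose-induced alpha-syn yeast (OD600=0.02, raffinose-pregrown) + pinned cpd, 24 hr, 30 deg C; growth by BacTiter-Glo luminescence. Growth restoration scores as activation.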
# PTHR1 ag = PTHR1 (human) receptor agonism | Potency, µM (doses to about 115 µM), inactives show top-dose activation, hits mostly activators | AID 743266 | HEK293 GP2 PTHR1 cells, GloSensor cAMP luminescence, 1 h | Q03431 | 410,000 compounds, 0.075% hits; further: potency means the concentration at half of the fitted maximal effect; nearly all actives have a fitted effect of over 55% in size; some results filed as inactive show a strong effect at the top dose; inactives centre near -15; many of its hits are not listed in these tables
# Target sequence (Q03431 whole entry, looked up): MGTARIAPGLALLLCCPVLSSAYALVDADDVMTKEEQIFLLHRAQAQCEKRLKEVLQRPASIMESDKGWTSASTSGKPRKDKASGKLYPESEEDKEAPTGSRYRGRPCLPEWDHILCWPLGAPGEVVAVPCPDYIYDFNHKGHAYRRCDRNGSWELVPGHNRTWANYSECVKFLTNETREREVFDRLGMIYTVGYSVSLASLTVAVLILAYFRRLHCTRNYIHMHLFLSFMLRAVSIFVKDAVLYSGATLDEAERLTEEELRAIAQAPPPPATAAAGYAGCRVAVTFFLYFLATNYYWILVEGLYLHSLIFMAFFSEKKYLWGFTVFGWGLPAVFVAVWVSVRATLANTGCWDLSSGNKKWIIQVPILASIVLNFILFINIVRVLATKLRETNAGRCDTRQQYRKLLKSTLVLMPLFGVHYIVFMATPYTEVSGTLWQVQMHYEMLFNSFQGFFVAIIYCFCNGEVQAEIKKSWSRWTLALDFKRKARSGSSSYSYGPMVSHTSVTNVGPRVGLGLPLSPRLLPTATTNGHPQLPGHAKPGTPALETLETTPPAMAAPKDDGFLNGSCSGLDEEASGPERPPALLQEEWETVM
#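 HEK-293-derived GP2 cells expressing PTHR1 and a GloSensor cAMP reporter, 3,000/well, plated overnight, given luciferin plus IBMX (each 0.5 mM as added) for 1 h at 37 °C, then compound for 1 h at 37 °C. Luminescence was read after 15 min at room temperature.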
# Active calls of the source: *; i = inactive; ? = inconclusive; . = not tested or not shown; & = joins results of further samples; [ ] = another dose, or the depositor's remark. Unless noted, the call rests on the fitted dose curve; in most records, active means well fitted curve in the direction sought with a large enough effect; inconclusive means small, poorly fitted or top-dose-only effect, or another doubt; inactive means no such curve, though single readings can be large; an effect the other way counts as inactive or inconclusive. Not all compounds are listed (hit frequency here may not be typical).
SMILES,GLP1R cytotox,DRD3 antagonist,KB-V1 cytotox,TDP43 rescue,GLP-1R inv ag,GLP1R ag,D3 ag,aSyn yeast inh,PTHR1 ag
COc1ccc(/C=C/C(=O)C2CC2)cc1COc1c(C)cccc1C,1.1%,2.7,-3.1%,-1.1%,?,12.6%,-1.0,0.1%,-11.9%
CC(C)CN(C(=O)COc1ccc(C(C)(C)C)cc1)C1CCS(=O)(=O)C1 (stereo not drawn),10.5%,27.5,?,-3.0%,-2.8%,16.7%,0.6,3.7%,-19.9%
CN1CCCCCC1=Nc1ccccc1C#N,-9.0%,-12.0,-2.5%,4.9%,?,-6.0%,1.4,3.1%,i
CC1(C)CC(OC(=O)c2ccco2)CC(C)(C)N1O,-17.0%,-7.2,1.9%,-5.5%,-20.7%,3.2%,0.2,-10.7%,-1.7%
COc1ccc(Cn2c(SCc3ccc(C(=O)NCc4cccs4)cc3)nc3ccncc32)cc1,-7.0%,.,5.2%,3.3%,?,.,-14.2,.,i
CC(=O)c1ccc(NC(=O)C(C)NCc2ccc(Cl)cc2)cc1 (stereo not drawn),7.0%,-16.0,-7.8%,3.6%,-25.6%,-3.5%,-8.7,8.6%,-0.8%
COc1ccc(CCNc2nc(C)cc(C)c2C#N)cc1OC,0.1%,11.7,-19.0%,17.6%,43.8%[activator],7.7%,5.7,1.0%,-1.1%
N=C(N1CCCc2ccccc21)N1CCCc2ccccc21,-15.6%,-0.3,-13.4%,-0.8%,?,-5.8%,-11.6,11.2%,i
O=C(NCc1cccs1)c1ccc2c(c1)sc1nc(-c3ccc(F)cc3)cn12,-10.6%,.,.,1.9%,20.1%,.,-7.0,.,-11.1%
NC(=O)CSc1nc2c(sc3ccccc32)c(=O)n1CCCN1CCOCC1,-11.6%,23.0,-0.9%,1.7%,59.0%[activator],6.2%,0.6,-7.6%,-7.0%
Cc1cc(Cl)ccc1N1C(=O)CC(NNC(=O)c2cccnc2)C1=O (stereo not drawn),4.5%,42.1,0.0%,-5.6%,0.2%,4.0%,8.0,1.1%,i
O=c1oc(CCCO)cc2ccc(C#Cc3cccnc3)cc12,11.5%,6.4,?,?,95.1%[activator],15.5%,0.0,3.0%,-20.4%
CN(C)CCN(C(=O)c1ccc(C(=O)c2ccccc2)cc1)c1nc2cc3c(cc2s1)OCCO3,0.4%,-17.7,14.5%,15.4%,-3.0%,-3.1%,-7.1,1.9%,i
Cc1ccc(SCCCCN2CCOCC2)cc1,-1.0%,-26.8,2.0%,-13.7%,-24.3%,-1.7%,-21.9,-1.3%,-21.6%
CCCCC(=O)Nc1nc2c(OC)ccc(OC)c2s1,1.0%,-23.4,-13.7%,2.4%,12.4%,6.5%,-14.2,-2.2%,i
Cc1cc(C)cc(NC(=O)CSc2nc(-c3cccc(Cl)c3)nc3c2Cc2c(CO)cnc(C)c2O3)c1,-0.1%,.,6.7%,8.6%,-2.3%,.,-7.2,.,?
CCn1cnc2cc(NCc3ccc(Cl)cc3)ccc21,-12.2%,0.3,-2.7%,-10.3%,?,18.2%,4.1,-2.5%,i
CCOC(=O)CN1CC23C=CC(O2)C(C(=O)O)C3C1=O (stereo not drawn),3.3%,-6.4,0.8%,5.5%,2.2%,-6.5%,4.9,-5.5%,i
COCC(=O)N1CCC(Oc2ccc(C(=O)NCCCn3cccn3)cc2)CC1,-2.8%,-2.8,5.0%,-20.3%,24.0%,-2.3%,4.3,0.4%,?
CC(C)(C)n1[nH]c2c3c(ccc2c1=O)C(=O)c1ccccc1C3=O,-26.9%,-17.0,?,?,-6.5%,4.0%,-1.0,1.0%,-5.2%
O=C(CSCc1cc(=O)n2ccsc2n1)Nc1ccccc1,-7.6%,-4.0,14.0%,-0.7%,14.5%,-3.0%,-8.5,-2.1%,i
Cc1ccc(-c2nnc(N3CCOCC3)c3ccccc23)cc1S(N)(=O)=O,-9.8%,-22.8,4.5%,-15.1%,12.1%,13.4%,3.2,-1.2%,i
CCn1c(=O)c2cc(C(=O)NCc3cc(OC)ccc3OC)sc2c2ccccc21,4.0%,.,-3.2%,-27.1%,-0.6%,-0.5%,-9.8,.,-12.2%
COc1cccc(C2CC(=O)NC(SC)=C2C#N)c1 (stereo not drawn),2.7%,-27.3,11.0%,2.7%,14.3%,5.4%,-8.4,-0.1%,-17.6%
Cc1cccc(-c2nc(CSCC(=O)NCc3cccs3)c(C)o2)c1,0.3%,13.7,?,25.9%,0.0%,11.1%,-2.9,11.4%,-94.7%[inhibitor]
# (list continues)
SMILES,GLP1R cytotox,DRD3 antagonist,KB-V1 cytotox,TDP43 rescue,GLP-1R inv ag,GLP1R ag,D3 ag,aSyn yeast inh,PTHR1 ag
Cc1cc(Cl)ccc1OCC(=O)Nc1ccccc1CO,-0.4%,14.2,?,12.6%,?,10.3%,-3.5,0.9%,-4.4%
CN(C(=S)Nc1ccc(F)cc1)C1(c2ccccc2Cl)CCCCC1=O (stereo not drawn),-7.0%,-5.1,?,-6.5%,-21.0%,-7.6%,-8.4,9.5%,i
O=C(Cn1cccc1C(=O)c1ccccc1)NCc1ccccc1Cl,-3.9%&3.1%,1.4,-1.4%,0.6%&13.5%,?,-0.5%,4.0&3.9,-6.0%,-2.4%
Cc1cccc(NC(=O)C(=O)NCC(c2cccnc2)N2CCc3ccccc3C2)c1C (stereo not drawn),-6.3%,.,0.0%,21.2%,-7.7%,.,0.8,.,-18.1%
O=C(O)c1[nH]c2ccc(Cl)cc2c1CC(=O)N1CCN(C(=O)c2ccco2)CC1,5.1%,-8.9,17.6%,9.2%,8.6%,-23.6%,3.4,1.0%,i
Cc1ccc2oc(=O)c3cnn(CC(=O)N4CCN(c5ccccc5)CC4)c3c2c1,2.6%&4.5%,43.0,22.3%&-0.2%,17.0%&16.3%,4.7%&10.9%,-6.2%,3.7&-2.8,0.0%,-81.1%&-31.9%[inhibitor]
C=CCNC(=O)CSc1nnc(-c2ccc(S(=O)(=O)N3CCCC3)cc2)n1C,4.2%,8.9,-3.4%,0.0%,6.9%,-3.5%,0.1,-5.8%,i
Cc1cc2ccccn2c1C(=O)c1ccccc1F,-18.0%,-13.3,?,19.3%,?,28.2%,-8.3,5.1%,i
CCOc1ccc(NC(=O)CSc2nc(C)c(C(=O)Nc3ccccc3)c(-c3ccc(Cl)cc3)c2C#N)cc1,-15.2%,.,4.6%,11.9%,0.4%,.,-0.6,.,i
CCOc1ccc(/C=N/NC(=S)NC2CC3C=CC2C3)cc1 (stereo not drawn),7.0%,-14.7,-0.1%,16.2%,3.16µM*,13.8%,-8.4,-10.1%,i
O=C(CN1C(=O)/C(=C/c2ccc(F)cc2)SC1=S)N1CCN(CCc2ccccn2)CC1,?,-0.5,2.4%,-7.5%,-25.9%,4.5%,-11.3,4.5%,-38.6%[inhibitor]
CCc1ccc(CNC(=O)CCS(=O)(=O)Cc2ccc(C)cc2)cc1,-2.5%,-9.5,-4.7%,2.8%,-21.9%,-5.3%,5.3,0.0%,i
CCOc1ccc(Nc2nc3ccccc3c3nnc(CC)n23)cc1,0.1%,.,?,?,6.0%,.,20.5,.,-2.3%
Cc1cccc(C)c1NC(=O)CSc1nnc(C)c(=O)[nH]1,4.5%,-2.1,3.9%,-13.3%,-1.2%,0.5%,-0.8,-14.4%,i
COc1ccc(CCNC(=O)C2CC(c3ccc(C(F)(F)F)cc3)=NO2)cc1 (stereo not drawn),-3.7%,46.9,6.2%,?,-22.3%,13.8%,8.9,6.9%,-5.5%
CC1CCCCC1NC(=O)c1ccc(S(=O)(=O)N2CCN(C)CC2)cc1 (stereo not drawn),-0.8%,21.3,0.0%,15.3%,1.2%,-4.5%,4.3,0.4%,11.8%
COc1ccc(CCNC(=O)Cc2ccc(OCc3ccccc3)c(OC)c2[N+](=O)[O-])cc1OCc1ccccc1,-12.9%,11.4,2.59µM*,0.0%,-4.5%,0.4%,15.5,0.7%,-22.6%
O=C(NC1CCCCC1)[C@H](CSCc1ccccc1)N1Cc2ccccc2C1=O,-3.2%,-21.8,12.7%,17.2%,?,25.5%,-9.6,-2.5%,i
CCOC(=O)c1c(C)[nH]c(C)c1C(=O)CSc1nc2ccccc2c(=O)n1-c1ccc(CC)cc1,-11.7%,27.3,7.31µM*,26.6%,10µM*,8.9%,14.5,10.4%,-11.4%
O=C(Nc1cccc(Cl)c1)Nc1ccccc1NS(=O)(=O)c1cccs1,-15.0%,3.0,-7.8%,-33.8%[inhibitor][0.397 µM],?,0.2%,-3.8,-7.2%,-92.4%[inhibitor]
COc1ccc(C(=O)N/C(=C/c2ccc(Cl)cc2)C(=O)NCc2ccncc2)cc1,-8.4%,-10.0,-3.9%,-11.0%,17.2%,1.3%,-12.2,7.8%,-4.1%
CC(Oc1ccc(F)cc1)C(=O)Nc1nc(-c2ccc(F)cc2)ns1 (stereo not drawn),-15.5%,.,.,?,?,.,-8.7,.,-35.2%[inhibitor]
CC(NC(=O)C(=O)N/N=C/c1ccc(Cl)cc1)c1ccccc1 (stereo not drawn),-13.5%,3.7,-6.6%,-21.7%[0.397 µM],-10.2%,-0.1%,-14.0,-8.8%,?
COc1ccc(/C=N/n2c(=O)[nH]c3c([nH]c4ccc(Br)cc43)c2=O)cc1CN1CCOCC1,-8.2%,6.8,9.4%,15.3%,81.5%[activator],-8.4%,3.9,2.1%,i
